TrxR1 inh – inhibitors of rat thioredoxin reductase 1 | O89049 | recombinant rTrxR1, NADPH fluorescence consumption, selenite substrate | Potency, µM (top dose mostly 114 µM), for inactives: at the top dose activity change, negative = inhibition, actives largely listed as inhibitors | actives 1% (n = 390,000); further: potency means the concentration at half of the fitted maximal effect; on the % scale 0 is the no-effect control and ±100 the full control effect; nearly all actives have a fitted effect of over 65% in size
Target sequence (O89049 whole entry, looked up): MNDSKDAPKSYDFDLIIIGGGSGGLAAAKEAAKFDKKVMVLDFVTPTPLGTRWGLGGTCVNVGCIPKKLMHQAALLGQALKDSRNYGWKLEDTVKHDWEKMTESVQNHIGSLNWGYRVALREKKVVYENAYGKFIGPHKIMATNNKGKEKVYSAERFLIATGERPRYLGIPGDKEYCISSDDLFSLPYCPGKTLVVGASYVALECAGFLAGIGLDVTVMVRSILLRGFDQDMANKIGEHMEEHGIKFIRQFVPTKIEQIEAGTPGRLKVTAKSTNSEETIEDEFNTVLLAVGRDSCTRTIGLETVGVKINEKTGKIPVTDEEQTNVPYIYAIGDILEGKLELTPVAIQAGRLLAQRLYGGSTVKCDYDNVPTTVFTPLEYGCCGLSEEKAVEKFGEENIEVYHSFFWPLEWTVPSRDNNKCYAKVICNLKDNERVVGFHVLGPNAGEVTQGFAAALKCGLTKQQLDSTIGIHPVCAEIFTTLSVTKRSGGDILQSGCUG
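Rat TrxR1 (90 nM in the dispensed reagent) was pre-reduced with 400 uM NADPH for 5 min at room temperature, then incubated with compound for 15 min. After 400 uM selenite was added, NADPH fluorescence (Ex 340/Em 450 nm) was followed for 8 min.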
D2 ag – D2 dopamine receptor (human) agonism; activation, % at 2 µM; HEK293 T-REx D2 cells, calcium flux agonist mode; AID 485358; actives 0.53% (n = 340,000); P14416;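 active means activation over 3 SD above normal in the single-dose calcium agonist read, cut at about 30% in these data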; further: 0% is about no effect
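In this primary screen, compounds producing a positive calcium signal within 180 s of addition to tetracycline-induced, force-coupled HEK293 Trex D2 cells are flagged; cells are dye-loaded with a no-wash calcium kit beforehand.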
D2 antag – D2 dopamine receptor (human) antagonism; actives 2% (n = 340,000); AID 485344; P14416; HEK293 TREx D2 cells, calcium flux, dopamine EC80; inhibition, % at 10 µM; in the data active means inhibition above about 30%; further: 0% is about no effect
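Compounds are added to dye-loaded, induced HEK293 T-REx cells coupled to calcium release via D2; after a 3 min kinetic read an EC80 dopamine stimulus is given and fluorescence is recorded for 3 more min.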
TRHR agonist – activates the human TRH receptor. TRHR cells, calcium flux fluo-8, FDSS agonist mode. AID 493084. actives 0.18% (n = 360,000). activation, % at 2 µM; in the data active means activation above about 30%; further: 0% is about no effect
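Fluo-8-loaded TRHR cells; 10 s baseline, compound added, kinetic Ca2+ fluorescence read 1/s, agonist mode.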
IDH1 R132H inh – blocks human mutant IDH1 R132H enzyme; O75874; IDH1-R132H enzyme, NADPH consumption, diaphorase/resazurin fluorescence; Potency, µM (titrated, usually from 76.6 µM), without a hit: at the top dose activity change, negative = inhibition, usual class: inhibitors; actives 0.093% (n = 390,000); further: potency means the concentration at half of the fitted maximal effect; on the % scale 0 is the no-effect control and ±100 the full control effect; nearly all actives have a fitted effect of over 65% in size
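IDH1-R132H (0.5 ug/mL dispensed) in pH 7.5 Tris buffer was preincubated 30 min with compound, then given a substrate mix of 0.016 mM NADPH and 2 mM alpha-KG for 80 min at room temperature; remaining NADPH was read by diaphorase/resazurin fluorescence.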
TRHR enhancer – allosterically enhances the human TRH receptor | P34981 | TRHR cells, fluo-8 calcium fluorescence, EC20 TRH enhancement | enhancement, % at 2 µM | actives 0.66% (n = 360,000); in the data active means enhancement above about 30%; further: 0% is about no effect
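TRHR-expressing cells loaded with fluo-8 calcium dye were read kinetically (ex 480/em 530) during compound addition, then stimulated with an EC20 of TRH (10 nM final). Enhancement of the Gq-mediated intracellular calcium response was scored.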
TrxR1 substrate – substrates of rat thioredoxin reductase 1; actives 0.01% (n = 390,000); Potency, µM (doses to about 114 µM), without a hit: at the highest dose activity change, negative = substrate turnover; AID 588456; purified TrxR1 substrate turnover, NADPH consumption readout; further: potency means the concentration at half of the fitted maximal effect; on the % scale 0 is the no-effect control and ±100 the full control effect; nearly all actives have a fitted effect of over 50% in size
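Rat TrxR1, dispensed at 90 nM, was prereduced with 400 uM NADPH (final) for 5 min at ~22 deg C, then incubated with compound 15 min before 400 uM selenite. A first-read NADPH fluorescence drop versus no-compound background flagged substrates.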
PI4K2A inh – PI4K2A (human) kinase inhibition; AID 1346378; actives 0.13% (n = 420,000); Q9BTU6; purified PI4K2A, ADP-Glo luminescence, 1 h; stronger effect = lower value; activity change, negative = inhibition, % at 76.9 µM; in the data active means activity change below about -50%; inconclusive means mostly about -30% to -49%;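 further: -100% = wells without enzyme as full effect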
Target sequence (Q9BTU6 whole entry, looked up): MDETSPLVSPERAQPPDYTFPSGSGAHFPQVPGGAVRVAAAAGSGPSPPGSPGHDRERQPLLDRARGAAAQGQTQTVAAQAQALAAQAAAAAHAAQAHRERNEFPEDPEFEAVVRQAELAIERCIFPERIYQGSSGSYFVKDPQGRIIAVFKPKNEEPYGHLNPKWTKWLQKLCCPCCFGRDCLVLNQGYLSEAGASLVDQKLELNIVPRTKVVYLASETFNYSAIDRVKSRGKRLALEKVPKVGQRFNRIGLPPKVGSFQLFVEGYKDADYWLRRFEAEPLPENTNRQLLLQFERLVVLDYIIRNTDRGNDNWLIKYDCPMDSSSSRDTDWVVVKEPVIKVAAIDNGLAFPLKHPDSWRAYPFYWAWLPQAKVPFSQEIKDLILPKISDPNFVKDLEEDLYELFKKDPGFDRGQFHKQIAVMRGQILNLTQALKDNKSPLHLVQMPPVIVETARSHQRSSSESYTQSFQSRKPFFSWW
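In this quantitative HTS, ADP production by PI4K2A was quantified luminescently after 1 h at ambient temperature; 100 microM adenosine served as plate-quality control.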
USP1 inh – inhibitors of human USP1/UAF1 deubiquitinase; O94782; recombinant USP1/UAF1, Ub-Rhodamine cleavage fluorescence; Potency, µM (titrated, usually from 57.1 µM), for inactives: top-dose activity change, negative = inhibition, actives largely listed as inhibitors; actives 0.23% (n = 390,000); AID 743255; further: potency means the concentration at half of the fitted maximal effect; on the % scale 0 is the no-effect control and ±100 the full control effect; nearly all actives have a fitted effect of over 60% in size; inactives centre near -12
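USP1/UAF1 complex (1 nM) preincubated 15 min at room temperature with compound, then Ub-Rho substrate (150 nM final) added. Kinetic fluorescence at 480/540 nm over 6 reads at 60 s intervals; 50 mM HEPES pH 7.8, 0.5 mM EDTA, 0.1 mg/ml BSA, 1 mM TCEP, 0.01% Tween-20.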
Starred values were filed as active, the others as inactive; ? = inconclusive; nt = no result given; & = joins results of further samples; [ ] = another dose, or the depositor's remark. Unless noted, the call rests on the fitted dose curve; in most records, active means well fitted inhibition curve with a large enough effect; inconclusive means small, poorly fitted or top-dose-only effect; inactive means no such curve, though single readings can be large or run the other way.

SMILES	TrxR1 inh	D2 ag	D2 antag	TRHR agonist	IDH1 R132H inh	TRHR enhancer	TrxR1 substrate	PI4K2A inh	USP1 inh
COc1ccc(N2CCN(C(=O)CN=C3NS(=O)(=O)C(c4ccc(C)cc4)=C3C)CC2)cc1	12%	-1.2	0	-1.4	-1%	7	6%	11	-15%
CCOC(=O)c1cnc(Nc2nc3ccccc3o2)nc1CSC(=S)N1CCCCC1	-8%[57.1 µM]	0.4	-1	0.3	0%	-4	6%[57.1 µM]	5	-6%
COC(=O)c1ccccc1NC(=S)N(Cc1ccc2c(c1)OCO2)Cc1cc2ccc(C)cc2[nH]c1=O	-11%	0.1	-5	0.1	8%	-2	-3%	-3	-13%
COCCn1c(SCCCC(=O)c2ccc(Br)cc2)nnc1-c1ccncc1	-2%	1.0	3	-0.1	0%	2	1%	-9	-1%
CCCCc1cc(=O)oc2cc(C)cc(O)c12	-11%	4.2	-5	4.7	4%	-7	-12%	2	-10%
COC(=O)c1cnn(-c2ccccc2)c1/C=N/NC(=S)Nc1ccccc1	27%	-0.1	-8	-0.4	-2%	0	-4%	1	-11%
CCOc1cc(CN2CCN(c3cccc(C(F)(F)F)c3)CC2)ccc1O	-23%	nt	nt	-0.4	11%	2	-7%[57.1 µM]	15	-12%
O=C(c1nsc(Cl)c1Cl)N1CCCCC1	?	0.0	10	-0.8	3%	0	8%	-2	-13%
CCCCNc1ccc(C(F)(F)F)cc1S(=O)(=O)NCCc1ccc(F)cc1	27%	nt	nt	nt	11%	nt	-4%	0	-11%
Fc1cccc(Cc2noc(CN3CCCCC3c3ccccn3)n2)c1 (configuration not stated)	12%[57.1 µM]	-0.2	11	-0.5	-9%	-4	5%[57.1 µM]	2	-13%
Cc1csc2nc(CNC(=O)C3CCCCC3)cn12	3%[57.1 µM]	0.5	13	0.2	-9%	-10	3%[57.1 µM]	4	-12%
c1ccc(OCc2nn3c(-c4ccco4)nnc3s2)cc1	56µM*	-0.3	0	-0.8	3%	0	1%	-4	-16%
Cc1ccc(NC(=S)NCCc2ccc(F)cc2)c(C)c1	20%	-1.6	-5	-1.6	3%	5	8%	1	-18%
CCn1cc(CN2CCCC(C(=O)Nc3cccc(-c4cc5ccccc5[nH]4)c3)C2)cn1 (configuration not stated)	8%	0.1	9	1.4	-4%	2	5%	2	-21%
COc1ccc(C)cc1S(=O)(=O)Nc1ccc(-n2c(C)nc3ccccc3c2=O)cc1	-15%	0.6	11	0.0	0%	-3	-10%	0	-3%
CC1(c2nnc(-c3ccncc3)o2)CC(c2cccnc2)=NO1 (configuration not stated)	12%[57.1 µM]	nt	nt	nt	-3%	nt	6%[57.1 µM]	0	-19%
Cc1ccc(NC(=O)CSCC(=O)N=c2sccn2C)cc1	-12%	-0.4	8	-0.2	0%	1	-4%	-3	-4%
O=C(Nc1ccc2c(c1)OCO2)N1CCN(S(=O)(=O)c2ccc(Cl)cc2)CC1	14%[57.1 µM]	nt	nt	-2.3	2%	2	-1%[57.1 µM]	8	-5%
CCOc1ccc(C(CC(=O)O)NC(=O)c2cccs2)cc1OC (configuration not stated)	22%[57.1 µM]	0.2	-15	0.5	0%	7	5%[57.1 µM]	2	-6%
CC(=O)c1c(C)n(-c2ccc(C)cc2)c2ccc(O)cc12	8%[57.1 µM]	-1.0	8	-0.3	9%	-2	-6%[57.1 µM]	-6	-15%
O=C(CCc1nnc(-c2ccccc2)o1)NCC1CCN(C2CCCC2)CC1	2%[57.1 µM]	-0.9	10	1.3	3%	-9	1%[57.1 µM]	0	-3%
COc1ccc(C(=O)OC2CCN(c3ncc(C(F)(F)F)cc3Cl)CC2)cc1	9%	0.5	-4	-0.1	12%	7	0%	2	-12%
CCN(CC)S(=O)(=O)c1ccc2oc(Nc3ccc4c(c3)OCCO4)nc2c1	22%[57.1 µM]	0.3	8	0.0	-6%	-1	-1%[57.1 µM]	1	-5%
CC1CN(C(=O)COC(=O)CSc2ccc([N+](=O)[O-])cc2)CC(C)O1 (configuration not stated)	?	-1.3	0	-0.8	6%	13	-10%	0	?
CN(C)CCCN(C(=O)c1ccc2c(c1)CCCC2)c1nc2ccc(Cl)cc2s1	-9%	1.6	4	1.4	7%	13	-8%	3	0%
CC1CCCCN1CCCNC(=O)c1nn(C)c2c1CS(=O)(=O)c1ccccc1-2 (configuration not stated)	16%[57.1 µM]	0.1	-4	1.0	2%	16	-4%[57.1 µM]	11	-13%
CCOCCc1nnc(NC(=O)c2cc(OC)c(OC)cc2[N+](=O)[O-])s1	8%[57.1 µM]	0.9	4	0.6	8%	0	-10%	11	-16%
Cn1c(SCC(=O)c2ccccc2)nnc1-c1cccs1	-20%	1.7	-7	0.1	-2%	-1	-8%	3	-6%
CCC(Nc1ccc(OC)cc1)C(=O)N/N=C/c1ccc([N+](=O)[O-])cc1 (configuration not stated)	1%	0.1	0	0.0	-1%	-3	-4%	6	-17%
CS(=O)(=O)c1ccccc1-c1nc(-c2cc(C(F)(F)F)cc(C(F)(F)F)c2)no1	4%	-0.4	0	0.0	2%	1	-5%	-6	-11%
CCN(CC)S(=O)(=O)c1cccc(C(=O)c2c(C)cc3ccccn23)c1	1%	-1.8	13	-1.5	7%	10	-6%	0	-24%
COc1ccc(Cl)cc1NC(=O)C1(c2cccs2)CCOCC1	26%	-1.1	-6	-0.9	0%	-12	-3%	-3	-16%
COC(=O)[C@@]1(C)[C@H]2C(=O)N(Cc3ccccc3)C(=O)[C@H]2[C@H]2CN=C(SCc3ccccc3)N21	31%	nt	nt	nt	-4%	nt	6%	-2	-21%
O=C(Cn1nnnc1-c1ccccc1F)Nc1ccc(OC(F)(F)F)cc1	3%	0.7	nt	1.6	7%	-3	-6%	4	7%
O=S(=O)(c1ccc2c(c1)OCCO2)N1CCN(S(=O)(=O)c2c(F)cc(F)cc2F)CC1	15%[57.1 µM]	nt	nt	-0.3	nt	0	10%[57.1 µM]	-6	nt
CC1CC(C)(C)OC(c2ccc(C(C)C)cc2)O1 (configuration not stated)	14%	nt	nt	nt	3%	nt	-2%	-3	-22%
Cc1cccc(NC(=O)CSc2nc3c(oc4ccccc43)c(=O)n2C(C)C)c1	19%	0.1	nt	0.3	-2%	-5	-4%	-5	-24%
CN(C)S(=O)(=O)c1ccc(NC(=O)N2CCN(c3ccccc3)CC2)cc1	13%	3.1	9	0.3	2%	1	0%	-3	-6%
CCOC(=O)N1CCN(C(=O)CSc2nc3c([nH]c4ccccc43)c(=O)n2C)CC1	-11%	0.3	-15	-0.4	-4%	3	-8%	-3	-12%
Oc1c(C(Nc2ccccn2)c2cccnc2)cc(Cl)c2cccnc12 (configuration not stated)	13µM*	0.6	5	1.4	-2%	5	-8%	-3	-5%
COc1cc(CN2CCC(C(=O)N3CCN(c4ccccc4F)CC3)CC2)cc(OC)c1O	?	1.1	34*	-0.4	6%	6	4%	-5	-15%
Cc1ccccc1-c1nc(CS(=O)(=O)CC(=O)NCCc2ccccc2)c(C)o1	6%&-23%	0.0&1.3	6	-0.9&0.6	9%&3%	-1&-11	-5%&-11%	3&-1	-15%&-10%
COc1ccccc1NS(=O)(=O)c1cn(C)cn1	10%	0.7	20	0.5	10%	30	1%	-4	-18%
CCN(CC(=O)Nc1ccccc1OC)C(=O)CCOc1ccc(C(C)(C)C)cc1	2%	-0.1	-7	-0.4	4%	1	-11%	-3	-12%
COc1ccc(C(=O)Nc2cc(C)nn2-c2cccc(F)c2)cc1	6%	1.6	-6	0.7	-8%	0	-2%	-6	-18%
Cc1cc([N+](=O)[O-])nn1CCCC(=O)NCc1ccc(F)cc1	20%	0.0	-9	0.5	-14%	-1	1%	-3	-12%
CN(CC(=O)Nc1ccccc1C(=O)NC1CC1)Cc1ccc(Cl)cc1	10%	-0.1	7	-1.0	10%	-2	2%	1	-9%
COc1ccc(-c2nnc(SCC(=O)N(C)Cc3ccccc3)o2)cc1OC	13%	-0.1	nt	0.8	-1%	0	-4%	-5	-14%
CCOC(=O)Cn1c(=O)oc2cc(S(=O)(=O)NCc3ccccn3)ccc21	18%	0.3	25	0.9	-7%	-4	26%	0	-26%
O=C(CN1CCC(n2nnc3ccccc32)CC1)Nc1ccc2c(c1)CCC2	9%	nt	nt	-0.1	9%	2	-1%	-3	-18%
Cc1ccc(C(C)C)c(OCC(=O)N/N=C/c2ccc(S(=O)(=O)O)o2)c1	17%	-0.4	17	0.3	5%	9	-5%	6	0%
O=C1N/C(=C\c2ccc(O)cc2)C(=O)c2ccccc21	?	0.2	12	-0.1	0%	14	4%	-50*	28µM*
O=C(NCC(c1cccs1)N1CCOCC1)c1ccc(Cl)nc1 (configuration not stated)	-8%	nt	nt	0.1	-5%	4	-7%	9	-16%

Entries above containing a furan ring, fused or not:
SMILES	TrxR1 inh	D2 ag	D2 antag	TRHR agonist	IDH1 R132H inh	TRHR enhancer	TrxR1 substrate	PI4K2A inh	USP1 inh
c1ccc(OCc2nn3c(-c4ccco4)nnc3s2)cc1	56µM*	-0.3	0	-0.8	3%	0	1%	-4	-16%
Cc1cccc(NC(=O)CSc2nc3c(oc4ccccc43)c(=O)n2C(C)C)c1	19%	0.1	nt	0.3	-2%	-5	-4%	-5	-24%
Cc1ccc(C(C)C)c(OCC(=O)N/N=C/c2ccc(S(=O)(=O)O)o2)c1	17%	-0.4	17	0.3	5%	9	-5%	6	0%

Pulled by compound from above:
SMILES	TrxR1 inh	D2 ag	D2 antag	TRHR agonist	IDH1 R132H inh	TRHR enhancer	TrxR1 substrate	PI4K2A inh	USP1 inh
c1ccc(OCc2nn3c(-c4ccco4)nnc3s2)cc1	56µM*	-0.3	0	-0.8	3%	0	1%	-4	-16%
O=C(CCc1nnc(-c2ccccc2)o1)NCC1CCN(C2CCCC2)CC1	2%[57.1 µM]	-0.9	10	1.3	3%	-9	1%[57.1 µM]	0	-3%
CCOc1ccc(C(CC(=O)O)NC(=O)c2cccs2)cc1OC (configuration not stated)	22%[57.1 µM]	0.2	-15	0.5	0%	7	5%[57.1 µM]	2	-6%

Source: PubChem
